All columns: NCI-60 one-dose screen, growth in % after 48 h at 10 µM unless noted; 100 = growth as untreated, 0 = no growth, -100 = all killed.
BT-549: BT-549 breast cancer; actives 4.4% (n = 78,000); AID 1794793
SK-MEL-2: SK-MEL-2 melanoma; AID 1794763; actives 4.7% (n = 77,000)
HS 578T: HS 578T breast cancer | actives 4.1% (n = 78,000) | AID 1794788
UACC-257: UACC-257 melanoma. actives 4.4% (n = 78,000). AID 1794764
MALME-3M: MALME-3M melanoma. AID 1794766. actives 5.8% (n = 78,000)
SK-MEL-28: SK-MEL-28 melanoma; actives 4.1% (n = 81,000); AID 1794761
T-47D: T-47D breast cancer. actives 5% (n = 79,000). AID 1794792
UACC-62: UACC-62 melanoma; AID 1794756; actives 5.4% (n = 81,000)
* hit, by the source's call; / = no result given; & = joins results of further samples. The calls were made as follows: active = growth percent below 10; inactive = the rest.

SMILES	BT-549	SK-MEL-2	HS 578T	UACC-257	MALME-3M	SK-MEL-28	T-47D	UACC-62
O=C1/C(=C/c2ccc(O)cc2)COc2ccc(O)c(O)c21	57.5	85.2	47.4	63.2	-6.7*	52.7	11.8	24.3
O=C(OCCBr)c1ccc(Cl)c([N+](=O)[O-])c1	107.2	94.1	-29.9*	86.8	97.2	60.0	-57.2*	104.1
Cc1nn(-c2ccc(Cl)cc2Cl)c(=O)n1C#N	124.7	/	87.9	96.7	122.3	125.9	102.3	107.1
CCOc1ccc(NC(N)=O)cc1	112.0	106.7	115.0	100.9	120.0	117.7	102.7	109.1
C#CCSC(=S)NNc1ccccc1	94.7	98.3	95.6	/	95.5	101.4	78.7	97.9
NNS(=O)(=O)c1ccc(Cl)c(S(=O)(=O)NN)c1	/	100.9	98.6	99.6	110.2	112.0	103.6	101.5
Cn1cc(-c2nn3c(=O)cc(-c4ccccc4)nc3s2)c2cc(Cl)ccc21	92.9	/	88.4	/	79.3	91.4	51.9	80.1
CN=C(NCCCOC)c1ccc(NC(=O)c2ccc(C(=O)Nc3ccc(C(=NC)NCCCOC)cc3)cc2)cc1	105.3	98.5	136.1	133.5	95.8	199.1	111.3	106.8
COc1cccc(/C=N/NC(=O)c2ccccc2N2CCCC2)c1O	17.8	-7.3*	87.3	-29.8*	75.7	72.1	24.7	42.5
C=C(CN1CC=CCC1)[C@@H]1CC[C@]2(CO)CC[C@]3(C)[C@H](CC[C@@H]4[C@@]5(C)CC[C@H](O)C(C)(C)[C@@H]5CC[C@]43C)[C@@H]12	104.8	109.8	95.3	110.7	101.0	100.6	87.6	98.0
CCOC(=O)C(CC)(CCc1ccc([N+](=O)[O-])cc1)C(=O)OCC	102.8	115.1	84.8	91.1	/	97.9	71.0	84.5
C1CN(C[C@H]2CO[C@H](CN3CCOCC3)CO2)CCO1	95.9	99.3	104.4	118.9	102.7	109.9	93.0	98.9
COc1ccc2c(c1)CC[C@@H]1[C@@H]2CC[C@]2(C)C(=O)C(=[N+]=[N-])C[C@@H]12	82.0	102.8	113.3	107.7	102.1	105.8	110.1	83.4
CN(C)C(=S)SCc1ccc(Cl)cc1Cl	111.5	94.1	95.3	/	95.7	107.3	78.5	65.7
CN1CCN(CC2C3CCC(C3)C2O)CC1 (centres undefined)	/	105.5	104.4	94.7	103.7	109.1	108.3	109.5
O=C(O)C=C1c2ccccc2-c2ccccc21	118.0	99.2	103.5	105.2	114.9	113.6	106.1	105.3
Cc1cc(O)c(C(C)C)cc1NC1=CC(=O)c2ccccc2C1=O	/	58.8	66.0	52.8	59.5	94.2	26.2	47.1
O=C(CCC(=O)c1nc2ncccc2[nH]1)NN1C(=O)CSC1c1ccc(Br)cc1 (centres undefined)	124.5	99.6	87.5	100.5	98.7	106.5	89.0	86.0
BrC/C=C/C[P+](c1ccccc1)(c1ccccc1)c1ccccc1	57.1	78.7	92.4	47.9	60.6	53.2	10.7	52.8
COc1ccc(-c2cc(C(=O)N=Nc3c(O)[nH]c4ccccc34)c3ccccc3n2)cc1OC	113.4	107.2	97.0	98.2	95.6	98.1	87.3	91.5
O=C1c2ccccc2C23C(=C(Br)c4cc(Br)ccc42)CCCN13 (centres undefined)	92.6	94.2	90.7	89.0	68.9	79.8	77.4	54.9
CCOc1ccc2cc(-c3nn(CC4CCN(C)CC4)c4ncnc(N)c34)ccc2n1	61.2&73.2	102.9	44.8&85.4	79.3	65.2&84.6	69.5&101.0	46.9&71.7	89.8
C(C=C(c1ccccc1)c1ccccc1)=C(c1ccccc1)c1ccccc1	/	97.3	101.4	107.8	105.2	110.1	86.1	102.5
CCOC(CCCCCOCc1ccccc1)OCC	107.0	116.3	106.2	/	97.2	104.6	97.9	99.4
COc1ccc(NC(=O)CN2CCN(c3ncnc4c3cnn4-c3ccccc3)CC2)cc1	53.7	54.0	80.6	75.5	98.8	94.6	30.5	49.6

Part of the list above, reformatted.
Molecule: O=C1/C(=C/c2ccc(O)cc2)COc2ccc(O)c(O)c21
  BT-549: 57.5; SK-MEL-2: 85.2; HS 578T: 47.4; UACC-257: 63.2; MALME-3M: -6.7*; SK-MEL-28: 52.7; T-47D: 11.8; UACC-62: 24.3

Molecule: O=C(OCCBr)c1ccc(Cl)c([N+](=O)[O-])c1
  BT-549: 107.2; SK-MEL-2: 94.1; HS 578T: -29.9*; UACC-257: 86.8; MALME-3M: 97.2; SK-MEL-28: 60.0; T-47D: -57.2*; UACC-62: 104.1

The list goes on:
SMILES	BT-549	SK-MEL-2	HS 578T	UACC-257	MALME-3M	SK-MEL-28	T-47D	UACC-62
CCN1C(=O)/C(=c2\sc3n(c2=O)NC2C(N=3)N(C)C(=O)N2C)c2ccccc21 (centres undefined)	105.6	103.8	100.2	99.5	98.6	110.2	95.3	88.2
CCOC(=O)C(CC)C(C)=O (centres undefined)	107.8	96.8	/	99.1	103.4	96.7	104.4	105.9
NC(=O)Nc1ccc(S(=O)(=O)c2ccc(N)cc2)cc1	100.3	108.0	/	114.5	108.5	119.2	100.5	105.0
Cc1cccc(Cl)c1NC(=O)NNC(=O)CSc1nc2sc3c(c2c(=O)n1-c1ccc(Cl)cc1)CCCC3	110.6	125.6	97.6	106.8	100.5	100.4	105.1	92.0
CCCCSc1nc(N)nc2c1ncn2C1OC(CO)C(O)C1O (centres undefined)	121.9	108.1	122.8	/	100.2	117.7	104.6	109.2
O=C(/C=C/c1c(Cl)nc2sccn12)c1nccs1	108.8	80.3	65.5	81.0	108.2	104.2	87.5	89.7
COc1cccc(OC)c1Oc1c(-c2nc3ccccc3s2)c(C)nn1-c1ccccc1	36.3	90.6	78.3	92.4	81.7	106.0	42.1	56.2
C[C@@H]1C=C(I)[C@@]2(CCCO)c3c(oc4ccccc34)-c3ccccc3[C@@H]12	108.2	119.7	95.4	106.0	102.4	106.3	76.2	90.4
Cc1ccc(N2C(=O)C=CC2=O)cc1	104.8	/	/	102.6	/	112.2	112.4	104.1
C[C@@H]1C(=O)N(C[C@H](Cc2ccccc2)NC(=O)OCc2ccccc2)[C@]1(Cc1ccccc1)C(=O)OCc1ccccc1	62.9	42.9	78.8	32.1	35.9	66.9	7.8*	40.7
COC(=O)/C=C/N1CCOCC1	103.4	93.7	91.7	86.9	99.5	108.6	83.2	90.8
CS(=O)(=O)Nc1ccc(C(=O)N=Nc2c(O)[nH]c3ccc(Br)cc23)cc1	105.0	111.2	116.8	104.2	108.1	109.6	115.2	106.4
COc1ccc(-c2cc3cnc4ccccc4c3oc2=O)cc1	100.6	120.5	100.0	96.4	97.0	100.0	87.1	96.5
COc1cc(/C=C2\SC(=S)N(CC(=O)O)C2=O)ccc1OCCCCOc1ccc(/C=C2\SC(=S)N(CC(=O)O)C2=O)cc1OC	113.8	130.3	109.7	109.4	96.2	107.3	103.7	95.3
O=C(Cn1cc[n+](CC(=O)c2ccc(F)cc2F)c1)Nc1cccc2cccnc12	117.8	105.9	103.4	104.8	113.7	115.6	92.9	99.8
CC(=O)OCCN1C=C(S(=O)(=O)c2ccccc2)C2=NCCCN2C1=O	109.4	111.7	106.1	101.5	100.7	107.7	100.8	100.3
Cc1nc2sc3cc(O)ccc3c2c(=O)[nH]1	97.6	109.0	78.9	102.1	109.0	125.2	102.5	77.8
COc1ccc(C(C(=O)NCCN2CCOCC2)N(C(=O)C2CC2c2ccc(F)c(F)c2)c2ccc(C)cc2)c(OC)c1 (centres undefined)	107.6	85.2	88.1	87.3	101.9	107.6	92.0	73.8
COc1ccc(C(=O)CCN2CCC3CCC(C3)C2)cc1 (centres undefined)	103.6	93.6	/	114.4	111.4	113.2	100.6	112.2
Cc1ccc(N2CCN(CC(O)c3ccccc3)CC2)cc1 (centres undefined)	112.8	107.9	119.2	111.5	133.4	121.6	101.9	110.3
CCOC(=O)c1c(C)nc2ccccc2c1/C=C/c1ccc(Br)cc1	70.0	75.4	89.2	88.6	101.2	98.2	32.7	54.4
CCOC(=O)/C(C#N)=N/Nc1ccc(S(=O)(=O)N=C(N)N)cc1	115.5	111.2	101.2	103.4	102.4	104.7	102.9	95.5
C/C(=N/O)c1ccc(NC(=O)CSc2nnc(-c3ccc(-c4nc5ccc(Cl)cc5[nH]4)cc3)o2)cc1	14.2	-26.0*	-13.3*	-36.9*	-80.8*	-100.0*	11.8	-86.6*
COC(=O)c1nc(-c2ccc(C)cc2)oc1S(=O)(=O)c1cccc(OC)c1	70.6	95.9	109.7	97.5	-12.3*	99.2	90.0	92.5
O=[N+]([O-])c1cccc(N=C(Nc2cccc([N+](=O)[O-])c2)c2ccccc2)c1	82.0	77.9	97.9	92.4	79.7	96.3	/	70.0

Among those listed so far, 8 contain a Cl atom.
SMILES	BT-549	SK-MEL-2	HS 578T	UACC-257	MALME-3M	SK-MEL-28	T-47D	UACC-62
O=C(OCCBr)c1ccc(Cl)c([N+](=O)[O-])c1	107.2	94.1	-29.9*	86.8	97.2	60.0	-57.2*	104.1
Cc1nn(-c2ccc(Cl)cc2Cl)c(=O)n1C#N	124.7	/	87.9	96.7	122.3	125.9	102.3	107.1
NNS(=O)(=O)c1ccc(Cl)c(S(=O)(=O)NN)c1	/	100.9	98.6	99.6	110.2	112.0	103.6	101.5
Cn1cc(-c2nn3c(=O)cc(-c4ccccc4)nc3s2)c2cc(Cl)ccc21	92.9	/	88.4	/	79.3	91.4	51.9	80.1
CN(C)C(=S)SCc1ccc(Cl)cc1Cl	111.5	94.1	95.3	/	95.7	107.3	78.5	65.7
Cc1cccc(Cl)c1NC(=O)NNC(=O)CSc1nc2sc3c(c2c(=O)n1-c1ccc(Cl)cc1)CCCC3	110.6	125.6	97.6	106.8	100.5	100.4	105.1	92.0
O=C(/C=C/c1c(Cl)nc2sccn12)c1nccs1	108.8	80.3	65.5	81.0	108.2	104.2	87.5	89.7
C/C(=N/O)c1ccc(NC(=O)CSc2nnc(-c3ccc(-c4nc5ccc(Cl)cc5[nH]4)cc3)o2)cc1	14.2	-26.0*	-13.3*	-36.9*	-80.8*	-100.0*	11.8	-86.6*

Carrying on:
SMILES	BT-549	SK-MEL-2	HS 578T	UACC-257	MALME-3M	SK-MEL-28	T-47D	UACC-62
CCN(CC)CCNc1c(C)cc(CO)c(Cl)c1C	104.3	111.7	107.2	96.7	/	104.1	111.7	102.1
O=S(=O)(NCCNc1cc(-c2c(-c3cccc(O)c3)nc3sccn23)ccn1)c1c(Cl)cccc1Cl	29.0	73.9	58.7	95.1	65.1	89.8	23.6	49.3
COc1cc(-c2c3c(nn2-c2ccc(N)cc2)CCc2cnoc2-3)cc(OC)c1OC	91.2	97.0	/	96.6	98.4	112.7	70.8	83.6
O=C(/C=C/c1cn(-c2ccccc2)nc1-c1ccc(Cl)cc1)NNC(=O)Nc1ccc(Br)cc1	103.0	103.1	107.4	101.4	92.1	108.8	91.5	87.5
O=C(OC(=Nc1ccccc1)c1nccc2ccccc12)c1ccccc1	94.1	124.7	91.7	/	93.2	99.9	81.0	87.8
O=C(Nc1ccccc1O)c1ccccc1	112.4	92.8	106.7	97.9	105.8	102.9	90.6	95.3
CC1(C)Oc2cc3oc(=O)ccc3cc2C[C@@H]1OCCOS(=O)(=O)C(F)(F)F	96.1	106.0	105.4	99.6	95.1	108.1	116.4	97.2
CCCC(CNC1CCCCC1)OC(=O)c1ccc(N)cc1 (centres undefined)	111.8	116.9	/	106.0	111.6	106.0	106.8	103.9
CCOP(=O)(OCC)c1nc(-c2ccccc2)oc1NCc1ccccc1Cl	103.0	110.9	98.2	101.1	99.7	112.1	84.3	78.2
COc1ccc(C(=O)NC2C(O)c3ccccc3N3C(=O)CCC23O)cc1 (centres undefined)	116.2	100.5	106.0	113.0	86.0	106.1	102.9	94.7
Nc1nc2c(C(=O)Nc3ccc(Cl)cc3)c(Nc3ccccc3)nn2cc1-c1nc2ccccc2s1	96.3	100.1	96.0	121.3	97.9	119.7	/	99.7
Cc1nc2ccccc2c(/C=C/c2ccc(Cl)cc2)c1C(=O)/C=C/c1ccc(C(F)(F)F)cc1	-51.7*	-31.9*	-17.3*	-37.0*	-74.1*	-69.7*	-18.2*	-59.3*
CCC(=O)c1c(O)cc(O)cc1O	105.5	138.3	117.5	89.9	96.7	109.3	/	/
Cc1ccccc1Nc1n[nH]c(Cc2ccccc2)n1	105.1	83.8	98.9	92.7	101.4	112.9	100.9	98.4
COc1ccc(S(=O)(=O)NCCCNc2nccc(-c3cn(C(C)(C)C)nc3-c3ccc(Cl)c(OC)c3)n2)cc1	/	89.7	82.9	103.7	92.7	98.9	77.3	61.2
COc1ccc(/C=N/Nc2ccc(S(=O)(=O)O)cc2)cc1	92.8	95.9	105.7	96.5	108.2	114.8	95.4	96.2
COc1cc2nc(-c3ccc(-c4nn[nH]n4)cc3)[nH]c(=O)c2cc1OC	250.5	121.9	109.8	121.6	214.8	128.4	102.2	104.7
CCN(CC)CCCNc1cccc2c(C)cc(OC)nc12	87.4	97.4	96.4	98.9	107.0	103.4	98.7	85.3
COc1ccc(C(=O)Nc2ccccc2[N+](=O)[O-])cc1	/	88.4	83.5	85.2	82.1	98.1	/	/
CN1C(=O)C(Br)(Br)CC1c1cccnc1 (centres undefined)	98.7	115.5	113.1	/	103.4	102.7	107.9	/
Cn1c2c(cc(S(=O)(=O)c3ccccc3)c1=O)CCc1c-2cnn1Cc1ccccc1	108.0	102.7	102.9	86.7	92.5	100.4	89.4	88.8
c1ccc(N2CCN(c3ncnc4cc[nH]c34)CC2)cc1	94.7	97.5	92.5	93.8	88.9	99.6	69.5	94.1
C#Cc1nc(C2=C(C)C(OC(C)=O)/C(=N/OC(C)=O)C2)cs1 (centres undefined)	-74.3*	92.8	4.8*	85.5	-46.5*	101.1	67.0	11.3
Nc1nc(SCc2cccnc2)c2ncn(C3OC(CO)C(O)C3O)c2n1 (centres undefined)	98.1	108.6	109.3	92.7	92.4	111.1	110.1	84.8
CCOCCOCCN1CNc2[nH]c(=S)[nH]c(=O)c2C1	101.1	100.2	97.7	103.4	/	108.6	103.2	102.8
Cc1sc2nc(N3CCc4ccccc4C3)[nH]c(=O)c2c1C	93.8	/	/	74.3	103.2	106.8	90.5	93.7

Source: PubChem (NCI)
